Screens deposited in PubChem BioAssay by several laboratories.
APP 5'UTR act: APP 5'UTR luciferase reporter activation; AID 1276; SH-SY5Y APP 5'UTR luciferase reporter, luminescence; zero percent = DMSO vehicle wells; activation, % at 2 µM; actives 1% (n = 190,000);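 active = activation above a set limit, based on mean plus 3 SD of controls, cut at about 140% in these data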; note: values of inactives mirror those of a sister screen read the other way
STAT1 inh: STAT1 signaling inhibition; NIH 3T3 STAT1-luciferase reporter, IFN-gamma, luminescence; AID 920; actives 0.35% (n = 200,000); inhibition, % at 5.5 µM;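 active = inhibition above a set limit, the mean inhibition across all tested compounds plus 3 SD, cut at about 34% in these data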;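 note: 0% = IFN-gamma with DMSO and 100% = IFN-gamma with 300 µM nifuroxazide; values of inactives mirror those of a sister screen read the other way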
HMGR II inh: blocks class II HMG-CoA reductase of Enterococcus faecalis. purified E. faecalis HMGR, NADPH absorbance 340 nm kinetic. inhibition, % at 10 µM. actives 0.41% (n = 190,000);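 active = inhibition above a set limit, the median over all tested compounds plus 3 SD, cut at about 9.5% in these data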;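 note: enzyme runs in reverse so mevalonate oxidation gives rising NADPH absorbance; 0% = complete reaction with DMSO and 100% = background rate lacking mevalonate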
Hsp70 activator: transcriptional activators of Hsp70; HeLa Hsp70 promoter luciferase reporter, luminescence; scaled: vehicle 0, proteasome-inhibitor control 100%; activation, % at 10 µM; actives 0.04% (n = 200,000); AID 1203;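 active = activation above the mean across all tested compounds plus 3 SD, cutoff set per campaign, cut at about 5.5% in these data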;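 note: 100% = MG132 at 30 µM as the positive control and 0% = DMSO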
STAT3 act: STAT3 signaling activation. U3A cells, IL-6 STAT3-luciferase reporter, luminescence; 100% = signal with IL-6 EC80 alone. activation (% of control), % at 5.6 µM. actives 0.91% (n = 190,000);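 active = activation above the screen-wide mean of compound activation plus 3 SD, cut at about 130% in these data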;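 note: 0% = background luminescence of wells with medium and substrate only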
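Test system: Human STAT1-deficient U3A cells with stable STAT3-luciferase reporter | Also added: Interleukin-6, 33 ng/mL | Timing: Compound pre-incubation 1 h before IL-6, then 6 h stimulation at 37 °C | Technique: Luciferase reporter luminescence | Read-out: Percent of IL-6-only median luminescence | Benchmarks: IL-6-only wells as 100% reference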
NF-kB neuron act: NF-kB expression increase, human neuronal cells. actives 1.6% (n = 190,000). fold change at 12.5 µM. NF-kB reporter expression; hits give high values; in the data active = fold change above about 3.3
STAT1 act: increases IFN-gamma driven STAT1 reporter signal. NIH 3T3 STAT1-luciferase reporter, luminescence; 100% = IFN-gamma alone, no compound. actives 2.6% (n = 200,000). activation (% of control), % at 5.5 µM;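 active = activation above the screen-wide mean activation plus 3 SD, cut at about 130% in these data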;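 note: raw ratio to IFN-gamma control signal so 100% means no change and 0% no light; values of inactives mirror those of a sister screen read the other way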
STAT3 blocker: STAT3 signaling inhibition; U3A cells, IL-6 STAT3-luciferase reporter, luminescence; host cell line lacks STAT1; inhibition, % at 5.5 µM; actives 0.89% (n = 190,000);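 active = inhibition above the mean inhibition across all screened compounds plus 3 SD, cut at about 44% in these data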;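 note: 0% = DMSO only wells and 100% = 100 µM nifuroxazide control wells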
DTT redox prof: compounds producing H2O2 with reducing agent – biochemical, NIH compound library profiling, artefact control for MLSCN library redox annotation, primary screen; DTT-dependent redox cycling H2O2, phenol red/HRP absorbance; 100% = 100 µM peroxide control, 0% = buffer; activation, % at 10 µM; actives 0.03% (n = 200,000); AID 878;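 active = activation of at least 50% relative to the plate's high and low controls in the primary single-dose screen; inactive = activation below 50%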;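 note: compound incubated with DTT at 0.8 mM final as the reducing agent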
TLR4-MyD88 BLA: TLR4-MyD88 interaction inhibition in cells; AID 861; inhibition, % at 8.4 µM; O00206+Q99836; actives 0.18% (n = 200,000); HeLa CL3-4 TLR4/MyD88 BLA complementation, FRET ratio; in the data active = inhibition above about 25%;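 note: 0% = vehicle and 100% = reference inhibitor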
Target sequence (O00206 whole entry, looked up): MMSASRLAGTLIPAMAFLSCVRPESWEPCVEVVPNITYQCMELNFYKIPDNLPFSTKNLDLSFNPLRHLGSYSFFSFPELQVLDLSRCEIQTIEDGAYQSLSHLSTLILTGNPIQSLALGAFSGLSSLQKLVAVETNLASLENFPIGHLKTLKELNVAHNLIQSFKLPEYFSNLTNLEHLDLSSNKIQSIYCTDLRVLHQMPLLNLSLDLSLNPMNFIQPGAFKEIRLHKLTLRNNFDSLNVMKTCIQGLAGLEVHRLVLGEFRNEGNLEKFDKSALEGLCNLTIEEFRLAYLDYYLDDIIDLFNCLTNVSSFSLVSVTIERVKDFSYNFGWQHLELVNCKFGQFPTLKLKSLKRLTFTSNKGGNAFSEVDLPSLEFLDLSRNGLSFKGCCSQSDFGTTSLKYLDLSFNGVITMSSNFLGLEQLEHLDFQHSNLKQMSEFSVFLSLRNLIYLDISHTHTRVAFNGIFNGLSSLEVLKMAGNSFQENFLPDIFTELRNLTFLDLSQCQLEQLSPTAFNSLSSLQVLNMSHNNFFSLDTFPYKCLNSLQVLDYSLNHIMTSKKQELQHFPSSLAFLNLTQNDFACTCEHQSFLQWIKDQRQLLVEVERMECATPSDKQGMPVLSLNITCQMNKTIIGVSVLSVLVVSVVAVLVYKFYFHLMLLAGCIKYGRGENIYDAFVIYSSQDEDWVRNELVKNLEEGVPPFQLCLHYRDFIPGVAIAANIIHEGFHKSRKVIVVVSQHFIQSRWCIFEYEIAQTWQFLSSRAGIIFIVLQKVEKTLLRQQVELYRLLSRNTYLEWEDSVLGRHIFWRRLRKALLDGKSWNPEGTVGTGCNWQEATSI
Target sequence (Q99836 whole entry, looked up): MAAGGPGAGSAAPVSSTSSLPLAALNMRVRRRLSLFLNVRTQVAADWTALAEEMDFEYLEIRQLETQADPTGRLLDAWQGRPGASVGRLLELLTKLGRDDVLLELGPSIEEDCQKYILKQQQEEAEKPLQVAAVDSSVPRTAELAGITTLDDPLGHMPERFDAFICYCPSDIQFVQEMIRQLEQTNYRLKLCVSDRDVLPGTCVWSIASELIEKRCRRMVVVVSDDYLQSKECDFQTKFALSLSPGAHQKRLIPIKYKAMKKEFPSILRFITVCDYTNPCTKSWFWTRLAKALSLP
Numbers without * were called inactive; x = no result given. Random draw from the library; about 5.6% have a hit in one of these screens.

SMILES	APP 5'UTR act	STAT1 inh	HMGR II inh	Hsp70 activator	STAT3 act	NF-kB neuron act	STAT1 act	STAT3 blocker	DTT redox prof	TLR4-MyD88 BLA
O=S(=O)(Nc1ccc2c(c1)nc1n2CCOC1)c1ccc(Cl)cc1	-5	8	1	-0.5	92	1.1	92	16	-1.5	12
O=S(=O)(Nc1cccc(Cl)c1)c1ccc2oc(=S)[nH]c2c1	19	-3	0	0.3	102	1.1	102	4	-2.1	-1
C=CCn1c(C)cc(C(=O)Cn2ncc(Cl)c(Cl)c2=O)c1C	-87	18	2	-0.3	94	0.65	84	5	0.1	11
CC(C)NC(=O)C(Sc1ccccc1)c1ccccc1 (configuration not stated)	3	2	-3	-0.1	104	1.2	98	-4	0.0	1
O=c1c2c(nc3nc[nH]n13)CCC2	4	-7	0	0.0	101	1.1	106	-2	0.2	-10
CC(C)[C@@H](C(=O)N1CCNCC1)n1cc(CCO)nn1	7	4	-7	0.1	x	1.2	98	x	0.0	-5
CC(C)C(=O)Nc1nnc(CCN2CCOCC2)s1	-12	2	-8	-0.2	106	1.2	98	-1	0.4	-5
C/C(CC(=O)Nc1cccnc1)=N\NC(=O)c1ccc([N+](=O)[O-])c(Cl)c1	-9	-7	1	0.0	104	1.1	107	-6	-0.6	12
COC(=O)c1cn(NC(=O)C2CCC(C(C)(C)C)CC2)c(=O)c2ccccc12 (configuration not stated)	-2	1	-4	-0.1	97	1.1	99	8	-3.7	-15
COc1ccc(O)c(C2=Nc3ccccc3N=C(c3cccs3)C2)c1	-14	3	-2	-0.5	107	1.1	98	-11	0.2	-9
O=C(c1ccccc1Cl)N1CCNCC1	12	7	-3	-0.1	96	1.2	94	5	0.0	-9
O=C(N/N=C/c1cccnc1)c1cc2ccccc2o1	-3	-7	-5	-0.3	78	1.1	106	26	-0.4	-7
CC(=O)Nc1ccccc1-c1ccc(C)o1	-2	0	2	-0.4	105	1	100	-2	0.0	-21
CCOC(=O)C1=C(C)NC(C)=C(C(=O)OCC)C1C(=O)O	5	4	0	-0.3	96	1	96	10	0.2	14
Cc1ccccc1N=C1NC(=O)CC(c2ccccc2)S1 (configuration not stated)	-5	8	-3	-0.5	101	1.2	93	6	-13	8

Some of the entries so far, with two lines to a compound.
Results follow in this order: APP 5'UTR act, STAT1 inh, HMGR II inh, Hsp70 activator, STAT3 act, NF-kB neuron act, STAT1 act, STAT3 blocker, DTT redox prof, TLR4-MyD88 BLA
CC(C)[C@@H](C(=O)N1CCNCC1)n1cc(CCO)nn1
→ 7, 4, -7, 0.1, x, 1.2, 98, x, 0.0, -5
CC(C)C(=O)Nc1nnc(CCN2CCOCC2)s1
→ -12, 2, -8, -0.2, 106, 1.2, 98, -1, 0.4, -5
C/C(CC(=O)Nc1cccnc1)=N\NC(=O)c1ccc([N+](=O)[O-])c(Cl)c1
→ -9, -7, 1, 0.0, 104, 1.1, 107, -6, -0.6, 12
COC(=O)c1cn(NC(=O)C2CCC(C(C)(C)C)CC2)c(=O)c2ccccc12 (configuration not stated)
→ -2, 1, -4, -0.1, 97, 1.1, 99, 8, -3.7, -15
COc1ccc(O)c(C2=Nc3ccccc3N=C(c3cccs3)C2)c1
→ -14, 3, -2, -0.5, 107, 1.1, 98, -11, 0.2, -9
O=C(c1ccccc1Cl)N1CCNCC1
→ 12, 7, -3, -0.1, 96, 1.2, 94, 5, 0.0, -9
O=C(N/N=C/c1cccnc1)c1cc2ccccc2o1
→ -3, -7, -5, -0.3, 78, 1.1, 106, 26, -0.4, -7
CC(=O)Nc1ccccc1-c1ccc(C)o1
→ -2, 0, 2, -0.4, 105, 1, 100, -2, 0.0, -21
CCOC(=O)C1=C(C)NC(C)=C(C(=O)OCC)C1C(=O)O
→ 5, 4, 0, -0.3, 96, 1, 96, 10, 0.2, 14
Cc1ccccc1N=C1NC(=O)CC(c2ccccc2)S1 (configuration not stated)
→ -5, 8, -3, -0.5, 101, 1.2, 93, 6, -13, 8

(next part)
SMILES	APP 5'UTR act	STAT1 inh	HMGR II inh	Hsp70 activator	STAT3 act	NF-kB neuron act	STAT1 act	STAT3 blocker	DTT redox prof	TLR4-MyD88 BLA
CCn1c(=N)n(CC(=O)c2ccco2)c2ccccc21	6	2	-3	-0.4	110	0.98	98	-7	2.8	-8
CCn1cc(C(=O)N2CCN(Cc3ccc4c(c3)OCO4)CC2)c2cc(OC)c(OC)cc2c1=O	-4	5	-9	-0.3	98	1.2	95	6	-2.9	-5
Cc1oc(-c2cccs2)[n+]([O-])c1C	x	3	-1	-0.5	103	1.2	97	2	3.2	-4
CC(=O)c1ccc(N2CCN(C(=O)/C=C/c3cccs3)CC2)cc1	-6	1	2	-0.4	96	1	98	9	-1.7	7
COc1cc2c(cc1OC)C(COc1ccc3c(C)cc(=O)oc3c1)N(C(=O)c1ccco1)CC2 (configuration not stated)	-2	0	-3	0.0	113	0.74	100	-14	2.3	-2
O=C(O)C1C2C=CC(O2)C1C(=O)NCc1ccc2c(c1)OCO2 (configuration not stated)	28	7	1	0.3	99	1.3	93	3	0.4	-3
COc1ccc(-c2c(C#N)c(N)nc3c2CCC3)cc1	23	1	3	-0.1	92	0.93	98	20	0.8	-17
COc1cc(NC(=O)COc2cccc(OC)c2)cc(OC)c1	-1	-9	-1	-0.1	95	1.1	108	10	-0.4	-6
O=C(O)CC(NC(=O)C1c2ccccc2Oc2ccccc21)c1ccc(OC2CCCC2)cc1 (configuration not stated)	-8	7	-4	-0.1	86	1.2	93	26	-2.2	1
COc1cccc(-c2nc(CS(=O)(=O)CC(=O)NCc3ccccc3OC)c(C)o2)c1	-3	-6	-3	-0.3	96	1.2	105	10	-0.2	-2
c1ccc(CNc2cnccn2)cc1	1	2	-4	-0.5	106	0.92	98	-4	2.2	-2
CC(C)(CNCC(O)c1ccccc1)N1CCOCC1 (configuration not stated)	12	-9	-1	-0.3	106	0.99	109	-1	0.1	1
CCn1nc(C)cc1C(=O)N1CCCC(C(=O)c2ccc3ccccc3c2)C1 (configuration not stated)	-12	12	0	-0.1	98	x	87	7	-1.5	-7
COC(=O)c1cc(Oc2ccc(C(=O)OC)cc2N)cc(C(=O)OC)c1	-6	-3	-2	-0.3	110	1.1	102	-7	0.0	14
CN(Cc1ccccc1)C(=O)c1ccccc1NC(=O)C1CC1	-7	4	-4	-0.1	97	1.4	97	13	-0.8	-8
CN(C(=O)COC(=O)c1ccc(Cl)cc1N)C1CCS(=O)(=O)C1 (configuration not stated)	18	3	-2	-0.2	105	1.2	97	0	-1.4	10
CC(C)C(=O)NC(NC1CCS(=O)(=O)C1)C(Cl)(Cl)Cl (configuration not stated)	-4	-1	-3	-0.1	105	1	102	-3	-0.5	5
Cc1ccc(NC(=O)C(C)N2CCOCC2)c(C(=O)c2ccccc2)c1 (configuration not stated)	-4	-4	-2	-0.1	105	1.1	103	-4	-2.7	-12
CCCCn1c(SCC(N)=O)nnc1-c1ccco1	-13	-3	4	0.0	102	1.1	103	7	2.7	-10
COc1ccc(OCCn2nnc(-c3ccc(Cl)cc3)n2)cc1	11	9	-8	-0.2	92	1.1	92	14	1.0	0
Cc1ccc2[nH]c(=O)c(-c3nc4cc(C)ccn4c3NCc3ccco3)cc2c1	41	-6	-5	-0.3	110	1.1	104	-7	0.5	-2
CCCCC1(C)NC(=O)c2c(C)sc(C(=O)OCC)c2N1 (configuration not stated)	-11	-2	-4	0.0	105	1.8	102	-1	1.0	-15
CC(O)Cn1ccccc1=N (configuration not stated)	15	-7	-2	0.2	102	1.1	107	-2	-4.1	7
O=C(Oc1cc(Cl)ccc1Cl)c1ccc(N2CCOCC2)c([N+](=O)[O-])c1	-15	3	-3	-0.1	106	1.1	98	-6	-0.3	0
CC(=O)C1=C(C)NC(C)=C(C(C)=O)C1c1ccc(-c2ccccc2Cl)o1	-9	4	-10	0.0	106	1.1	96	-6	-4.0	3
Cn1c(=O)n(C)c2cc([N+](=O)[O-])c(N3CCN(C(=O)c4ccc(F)cc4)CC3)cc21	-1	15	-4	-0.2	80	1.2	85	28	0.1	-3
O=C(CSc1nc(-c2ccccc2)nc2c1Cc1ccccc1O2)Nc1ccc(C(=O)O)cc1	8	-5	15*	-0.3	121	1	102	-25	-2.5	6
Cc1nc(CN2CCN(C(=O)c3ccc(Br)cc3)CC2)cs1	3	3	-4	-0.3	95	1.4	97	9	1.3	-25
Cc1[nH]c2ccccc2c1SCc1ccccc1	12	-1	0	-0.4	93	1.2	100	10	-0.3	8
O=C(CSc1nnc(-c2ccco2)n1-c1ccccc1)NCc1ccco1	4	27	0	-0.2	105	1.2	75	-1	1.5	-6
CCO[C@H]1OC(C(=O)NCc2ccccc2)=C[C@@H](c2ccc3c(c2)OCO3)[C@@H]1CCCO	-18	16	-3	-0.2	x	1.4	86	x	-0.5	-6
O=c1[nH]ncc2c3ccccc3n(Cc3ccccc3F)c12	-12	-6	-1	-0.4	83	1.2	105	22	-0.7	-2
CCCCOC(=O)CSC1=C(C#N)C(c2ccccc2OC)C(C#N)C(=O)N1 (configuration not stated)	-4	2	-4	-0.4	105	0.98	98	2	-0.3	-13
CC(C)OC(=O)CSc1nc2cc3c(cc2cc1C#N)OCO3	84	-14	-12	-0.2	107	1.4	113	-6	1.8	0
O=C(COc1ccccc1)NCCSCc1ccc(Cl)cc1	-1	-14	0	-0.3	103	1.4	112	-6	0.1	0
CCOC(=O)Cn1c(=O)n(Cc2ccco2)c(=O)c2ccc(C(=O)NC3CCCC3)cc21	-16	7	-3	-0.1	88	1.1	93	23	-0.8	-7
O=C(CN1CCOCC1)Nc1c2c(nc3ccccc13)N(Cc1ccccc1)CC2	-13	-8	-2	-0.1	119	0.79	109	-15	-2.8	2
O=C(O)c1cccc(CSc2nc(-c3ccc(Cl)cc3)cc(C(F)(F)F)n2)c1	-13	-12	-4	0.1	91	0.99	111	16	-3.6	6
CCCOc1ccc(N2CC(C(=O)Nc3ccc4c(c3)OCO4)CC2=O)cc1 (configuration not stated)	9	1	-7	-0.1	109	1	99	-6	-0.5	-5
CCC(=O)NC(=S)Nc1ccc(S(=O)(=O)NC(C)=O)cc1	9	-7	-6	-0.1	106	1.2	106	-3	2.0	-8
N#CCSc1nc2ccc(N3CCOCC3)cc2c(=O)n1CCc1ccccc1	-10	-2	1	-0.2	81	1.1	102	27	0.1	3
CC1CCCCC1NC(=O)c1ccc(CSc2nc3ccncc3[nH]2)cc1 (configuration not stated)	6	-5	4	0.1	98	1	105	2	0.5	7
Cc1ccc(C(=O)/C=C/Nc2ccccn2)cc1	115	84*	x	-0.7	12	x	24	109*	0.1	-4
